GPR55 activation – selective activators of receptor GPR55 – imaging, U2OS cells, beta-arrestin-GFP redistribution, primary screen (AID 1961); U2OS GPR55 beta-arrestin-GFP redistribution imaging; higher % means a stronger effect; activation, % at 10 µM, or EC50 in µM where a hit was titrated; hit rate 0.048% among 290,000;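 active = activation above 40% with more than 50 cells counted in the well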;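 note: U2OS osteosarcoma cells stably expressing GPR55 and beta-arrestin-GFP; plate controls were DMSO negative control for no effect and LPI positive control for full effect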
Siah-1 displacement – Siah-1 peptide-binding antagonists, primary screen, biochemical, fluorescence polarization, rhodamine-plectin, uHTS (AID 1817). Siah-1 / rhodamine-plectin peptide fluorescence polarization; higher % means a stronger effect. displacement, % at 20 µM, or IC50 in µM where a hit was titrated. hit rate 0.02% among 290,000;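 active = displacement of at least 50% at 20 µM, with a fluorescence ratio check between 0.3 and a set limit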;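 note: plate controls were Siah plus tracer with DMSO for no effect and tracer alone without Siah for full effect; strong numbers were not always called active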
NOD1 inhibition – NOD1 signaling inhibitors, primary screen, cell-based, luminescence, uHTS (AID 1578); NOD1-driven NF-kB luciferase reporter cells, luminescence; higher % means a stronger effect; one-dose inhibition, % at 4 µM; EC50 in µM for titrated hits; hit rate 1% among 290,000; in the data active = inhibition mostly above about 36%, no sharp cut-off; inactive = mostly below about 34%;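 note: HEK-293T reporter cells stimulated with the NOD1 agonist gamma-tri-DAP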
GPR35 arrestin U2OS – GPR35 antagonists blocking zaprinast-driven arrestin recruitment, primary screen, imaging, U2OS, beta-arrestin-GFP, zaprinast agonist (AID 2058); U2OS GPR35 beta-arrestin-GFP translocation imaging, zaprinast antagonism; higher % means a stronger effect; inhibition, % at 10 µM; hits with a dose series show IC50 in µM; hit rate 0.052% among 290,000;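 active = inhibition of at least 50% with at least 30 cells and total cytoplasm GFP at most 10,000,000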
KOR beta-arrestin-1 – KOR agonists, beta-arrestin recruitment, primary screen, cell-based, luminescence, uHTS (AID 1777); KOR beta-arrestin recruitment, luminescence; higher % means a stronger effect; activation, % at 10 µM, or EC50 in µM where a hit was titrated; hit rate 0.02% among 280,000; in the data active = activation above about 50%, passing the limit was not always enough; note: a part of the inactive calls stands beside numbers as strong as those of hits
GPR55 antagonists – inhibition of LPI-stimulated GPR55 beta-arrestin translocation – imaging, U2OS, beta-arrestin-GFP, LPI agonist, primary screen (AID 2013) | U2OS GPR55 beta-arrestin-GFP translocation imaging, LPI antagonism; higher % means a stronger effect | inhibition, % at 10 µM; hits with a dose series show IC50 in µM | hit rate 0.13% among 290,000;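 active = spots per cell inhibited over 60%, with over 100 cells counted and total cytoplasm intensity under 500,000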;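 note: U2OS cells stably carrying GPR55 and arrestin-GFP stimulated by 5 µM LPI near EC80; imaged beta-arrestin-GFP aggregate spots per cell after agonist stimulation; plate controls were LPI-stimulated DMSO wells for no effect and DMSO wells without LPI for full effect; some results filed as inactive read as strong as hits; confirmed hits need IC50 under 10 µM and bright autofluorescent wells are also inconclusive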
HIV peptide binding – cell-free HIV fusion peptide-binding blockers – biochemical, uHTS, fluorescence dequenching, primary screen (AID 1986); cell-free peptide binding, fluorescence dequenching, 30 min; higher % means a stronger effect; one-dose inhibition, % at 20 µM; IC50 in µM for titrated hits; hit rate 0.3% among 290,000; in the data active = inhibition mostly above about 52%, no sharp cut-off; inactive = mostly below about 76%; note: some results filed as inactive read as strong as hits
KOR beta-arrestin-2 – KOR antagonists, beta-arrestin recruitment, cell-based, luminescence, uHTS (AID 1778); KOR beta-arrestin recruitment, luminescence, antagonist mode; higher % means a stronger effect; inhibition, % at 10 µM; hits with a dose series show IC50 in µM; hit rate 0.091% among 290,000; in the data active = inhibition above about 50%; note: strong numbers were not always called active
AID2073 – disruptors of CaV2.2 binding to Mint1 – biochemical, HTRF (AID 2073); HTRF protein-protein interaction, Mint1-CaV2.2; higher % means a stronger effect; one-dose inhibition, % at 20 µM; IC50 in µM for titrated hits; hit rate 0.19% among 290,000; in the data active = inhibition mostly above about 51%, no sharp cut-off; note: some results filed as inactive read as strong as hits
* marks the source's active call; other numbers are inactive results; . = not tested or not shown; [ ] = another dose, or the depositor's remark. This is a subset; rates above refer to the full screens.

Results follow in this order: GPR55 activation	AID2073	KOR beta-arrestin-1	NOD1 inhibition	GPR35 arrestin U2OS	HIV peptide binding	GPR55 antagonists	KOR beta-arrestin-2	Siah-1 displacement
CCc1cc2c(=O)oc(-c3ccc(Br)cc3)nc2s1
→ -0.1%	16%	1.5%	-10%	3%	1.8%	-5%	2%	-1%
COc1ccc2oc(C(=O)NCCC(C)C)c(C)c2c1
→ -0.4%	13%	-5.1%	-54%	18%	1.2%	16%	16%	5%
Cc1ccc(C(=O)N/N=C\c2ccncc2)s1
→ -0.2%	2%	2.6%	-22%	-1%	-0.7%	-8%	7%	0%
c1ccc(-c2nnnn2CCOCCn2nnnc2-c2ccccc2)cc1
→ 0.2%	-3%	-0.1%	-12%	2%	1.0%	5%	33%	-1%
C=C(C)CNC(=S)NNC(=O)c1ccc(Br)cc1
→ 0.1%	18%	-4.6%	-2%	5%	-0.3%	-7%	-22%	1%
O=C(O)c1cc(-c2ccccc2)n(-c2ccc(Cl)cc2)n1
→ -0.2%	2%	-0.3%	-6%	6%	0.9%	9%	-11%	-2%
COC(=O)c1cc(OC)c(OC)cc1NC(=O)Cc1cccs1
→ -0.1%	14%	.	16%	6%	-1.9%	0%	-53%[20 µM]	2%
Cc1nn(-c2ccccc2)c(C)c1/C=C/C(=O)OCC(=O)Nc1ncc(Cl)cc1Cl
→ 0.4%	1%	1.8%	-22%	4%	3.3%	8%	13%	-1%
COC(=O)c1cc(S(=O)(=O)NCC2CCN(CCc3cccs3)CC2)c[nH]1
→ -0.1%	-2%	-0.1%	-7%	10%	-0.2%	-1%	-43%	-1%
O=C(CCN1C(=O)c2ccccc2S1(=O)=O)Nc1ccc2c(c1)OCCO2
→ -0.1%	9%	6.8%	3%	8%	-0.6%	-33%	-103%	-8%
CS(=O)(=O)c1ccc2nc(NC(=O)c3ccc(NS(=O)(=O)c4cccc([N+](=O)[O-])c4)cc3)sc2c1
→ -0.1%	5%	-0.9%	4%	16%	0.4%	-3%	28%	-1%
Cc1cccc(NC(=O)CSc2nc(C)nc3c2c(=O)n(C)c(=O)n3C)c1
→ 0.3%	-1%	14%	-15%	-12%	2.4%	18%	-3%	2%
CCOc1cc(C(=O)N(C)Cc2cc3cc(OC)ccc3[nH]c2=O)cc(OCC)c1OCC
→ -0.1%	3%	-5.5%	-8%	-5%	-0.9%	0%	26%	6%
CCOC(=O)c1c(C)[nH]c(C)c1C(=O)COC(=O)/C=C/c1cccc(C(F)(F)F)c1
→ 0.7%	8%	-0.5%	5%	-3%	-1.4%	2%	-23%	0%
CCOC(=O)c1[nH]c2ccccc2c1NC(=S)Nc1ccccc1
→ 0.7%	0%	-4.2%	-1%	3%	0.6%	1%	14%	6%
CCCC(=O)Nc1cc2c3c(c1)C(C)C(=O)N3CCC2 (configuration not stated)
→ -0.3%	2%	-1.4%	-57%	14%	0.2%	6%	-28%	-2%
Cc1c(C(C)NC(=O)Nc2ccc(F)cc2F)cnn1C (configuration not stated)
→ -0.1%	-2%	-0.9%	-2%	0%	0.2%	-1%	14%	-5%
O=C(c1ccc(Cl)cc1)N1CCCC(C(=O)N2CCCCC2)C1 (configuration not stated)
→ 0.3%	20%	-2.2%	4%	-2%	-0.6%	-10%	-20%	-3%
O=C(c1cc2cc(Cl)ccc2oc1=O)N1CCOCC1
→ -0.1%	2%	1.2%	-14%	-5%	2.4%	5%	-5%	-1%
OC(COc1ccccc1Br)CN1CCNCC1 (configuration not stated)
→ -0.2%	2%	11%	3%	-1%	3.1%	-2%	8%	2%
CCOCCCNC(=O)C1CCCCN1S(=O)(=O)c1ccc(F)cc1 (configuration not stated)
→ 0.3%	-1%	1.7%	-26%	7%	0.7%	2%	-1%	4%
CCOC(=O)c1[nH]c(CN2CCN(c3ccc(OC)cc3)CC2)c(C(=O)OCC)c1C
→ -0.1%	-3%	9.3%	8%	7%	-1.6%	2%	-17%	-2%
COc1cc(C(=O)OC2CC3CCC2(C)C3(C)C)ccc1OC(C)=O (configuration not stated)
→ 0.8%	-1%	-0.8%	4%	-8%	0.8%	10%	6%	-4%
c1cc2c(nn1)CCc1nonc1-2
→ 0.3%	-7%	12%	3%	-3%	1.2%	-10%	16%	0%
Cc1oc(-c2cccc(Cl)c2)nc1CS(=O)(=O)CC(=O)NCc1ccco1
→ 0.2%	4%	-0.9%	-15%	3%	-1.9%	0%	-18%	0%
CCN(CC)CCNc1nc2ccccc2n1C
→ -0.3%	-6%	-2.1%	.	6%	0.0%	5%	9%	6%
O=C(O)c1ccc(Nc2ccc(Cl)c(Cl)c2)c([N+](=O)[O-])c1
→ -0.2%	16%	-2.1%	-1%	-8%	4.2%	-5%	2%	3%
Clc1ccc(CNc2ncccn2)cc1
→ 0.0%	-6%	2.3%	-5%	-8%	-0.4%	0%	4%	2%
CCCCNC(=O)c1cccc2c(=O)c(C)c(-c3ccccc3)oc12
→ -0.2%	-3%	-0.6%	17%	-13%	1.6%	2%	-13%	3%
O=C(CSc1nnnn1-c1ccc2c(c1)OCO2)NCc1cccs1
→ -0.2%	-4%	-2.0%	17%	-6%	-2.4%	-12%	1%	-5%

Profiles as entered above. Order of screens: GPR55 activation	AID2073	KOR beta-arrestin-1	NOD1 inhibition	GPR35 arrestin U2OS	HIV peptide binding	GPR55 antagonists	KOR beta-arrestin-2	Siah-1 displacement
Results for `CS(=O)(=O)c1ccc2nc(NC(=O)c3ccc(NS(=O)(=O)c4cccc([N+](=O)[O-])c4)cc3)sc2c1` : -0.1%	5%	-0.9%	4%	16%	0.4%	-3%	28%	-1%
Results for `O=C(CCN1C(=O)c2ccccc2S1(=O)=O)Nc1ccc2c(c1)OCCO2` : -0.1%	9%	6.8%	3%	8%	-0.6%	-33%	-103%	-8%

(listing goes on)
Results follow in this order: GPR55 activation	AID2073	KOR beta-arrestin-1	NOD1 inhibition	GPR35 arrestin U2OS	HIV peptide binding	GPR55 antagonists	KOR beta-arrestin-2	Siah-1 displacement
COc1cc(/C=N/NC(=O)c2cc(-c3ccccc3)nc3ccccc23)ccc1O
→ 0.0%	13%	-3.5%	-6%	-4%	-3.5%	-4%	-4%	-7%
O=C(NC1CCCCC1)c1cc(C2CC2)on1
→ -0.2%	30%	7.5%	-2%	-14%	-1.9%	1%	10%	0%
CCC1=NN2C(=N)/C(=C\c3cccn3-c3cccc(Cl)c3)C(=O)N=C2S1
→ -0.5%	51%	-2.8%	-32%	15%	45%	5%	-16%	20%
COC(=O)c1ccn(-c2nc(-c3ccco3)cc(C(F)(F)F)n2)n1
→ 0.2%	3%	.	-8%	11%	-0.9%	-4%	-15%	2%
COCCCN1C(=O)C(=O)/C(=C(/O)c2ccc(S(=O)(=O)N3CCOCC3)cc2)C1c1ccc(C)cc1 (configuration not stated)
→ 0.6%	10%	1.8%	0%	10%	-1.7%	0%	-2%	-7%
O=C(COC(=O)C1CC1)Nc1ncc(C(F)(F)F)cc1Cl
→ 1.4%	30%	-5.8%	-1%	-4%	19%	15%	28%	13%
Cc1ccccc1CS(=O)(=O)CC(O)CN1CCCC1=O (configuration not stated)
→ 0.4%	1%	-2.3%	-3%	-2%	-1.2%	7%	16%	2%
CCOC(=O)/C=C(\C)Sc1cc(O)c2ccccc2c1O
→ -0.1%	-19%	0.5%	-3%	-14%	5.2%	5%	-19%	27%
O=C(c1ccc(F)cc1)C1CCN(C(=S)NCC2CCCO2)CC1 (configuration not stated)
→ -0.1%	-10%	.	10%	12%	0.2%	15%	0%[20 µM]	4%
O=C(COc1ccccc1C(=O)Nc1ccccc1)c1ccc(F)cc1
→ -0.2%	10%	23%	-17%	3%	1.6%	-6%	-27%	3%
N=C1C(c2nc3ccccc3c(=O)[nH]2)=C(O)CN1CCc1ccccc1
→ -0.2%	5%	-2.5%	-18%	13%	2.8%	15%	-2%	6%
O=C(N/N=C\c1ccc(Oc2ccccc2)cc1)c1csnn1
→ 0.0%	34%	-0.7%	-64%	2%	4.8%	3%	-26%	5%
CCOC(=O)C(Nc1ccc2ccccc2c1)C(=O)OCC
→ -0.4%	4%	0.2%	4%	14%	4.8%	4%	.	-7%
Cc1nc2ccccc2c(=O)n1Cc1ccc([N+](=O)[O-])cc1
→ -0.2%	-2%	-2.1%	-30%	-4%	-2.3%	7%	20%	2%
Cc1c(OCC(=O)NC(Cc2ccc(Cl)cc2)C(=O)O)ccc2c3c(c(=O)oc12)CCCC3 (configuration not stated)
→ 1.1%	18%	.	-25%	-12%	22%	13%	-46%[20 µM]	2%
CC(C)(C)C(=O)OCc1nc(-c2ccc(C(F)(F)F)cc2)cs1
→ 0.8%	-16%	0.2%	-2%	3%	1.0%	-7%	1%	14%
O=C1Nc2cc(Br)ccc2C1(O)c1ccccc1O (configuration not stated)
→ 0.0%	6%	0.2%	-12%	1%	-1.2%	13%	-14%	2%
CCOc1ccc(/C(O)=C/C(=O)C(=O)Nc2ccc(S(=O)(=O)NC(C)=O)cc2)cc1
→ 0.2%	-4%	5.7%	-11%	6%	28%	-5%	0%	0%
CCCOc1ccc(/C(O)=C2/C(=O)C(=O)N(CCCn3ccnc3)C2c2cccs2)cc1 (configuration not stated)
→ -0.5%	8%	-1.8%	-19%	6%	-1.7%	-7%	15%	0%
NC(=O)C1CCCN(Cc2ccc3ccccc3c2)C1 (configuration not stated)
→ 0.2%	9%	-3.5%	34%	-5%	-1.5%	5%	-22%	3%
Cc1cc(/C=C(\C#N)C(=O)OCC(=O)Nc2ccc(OC(F)F)cc2)c(C)n1CC(C)C
→ -0.3%	5%	-1.2%	-8%	-2%	4.6%	1%	-1%	2%
Cc1cc(C)n(-c2ccc(C(=O)OCC(=O)Nc3ccc(S(=O)(=O)N4CCOCC4)cc3)cc2)n1
→ -0.1%	-6%	-3.8%	-13%	2%	-2.8%	7%	-15%	1%
CC1CCCCN1S(=O)(=O)c1ccc2c(c1)oc(=O)n2CC(=O)O (configuration not stated)
→ -0.2%	-6%	-0.6%	17%	3%	-3.8%	9%	-1%	-1%
CN1C(=O)N(C)C(c2cccc([N+](=O)[O-])c2)C2=C1CCCC2=O (configuration not stated)
→ 0.2%	-5%	-1.4%	-29%	-20%	0.3%	2%	16%	3%
O=C1C=C(NCC2CCCO2)CC(c2ccccc2)C1 (configuration not stated)
→ 0.2%	-3%	14%	-5%	-1%	1.6%	14%	17%	2%
CNc1nc(Oc2ccccc2C(=O)OC)nc(SC)n1
→ 0.6%	7%	8.1%	.	3%	2.7%	3%	-7%	-4%
CCn1c(=O)c(C(=O)NNC(=O)c2ccccc2)c(O)c2ccccc21
→ 1.1%	10%	-0.1%	-12%	-10%	0.7%	-10%	-8%	-3%
Cc1ccc(NC(=O)c2oc(=O)c3ccccc3c2-c2ccccc2)c(C)c1
→ -0.1%	0%	7.3%	-31%	-3%	0.4%	4%	-2%	5%
Cc1ccc(NC(=O)c2ccc(Cl)c(NC(=O)c3cccs3)c2)cc1
→ -0.2%	4%	-0.6%	-20%	-17%	0.7%	18%	-4%	3%

Source: PubChem
